Dengue-2 NS5 capping = Dengue-2 NS5 methyltransferase inhibitors, primary screen, biochemical, confirmation dose response (AID 588689); hit rate 0.3% among 340,000; one-dose inhibition, % at 25 µM; IC50 in µM for titrated hits; Dengue-2 NS5 methyltransferase capping enzyme assay, biochemical; higher % means a stronger effect; in the data active means a potency from the dose series; inconclusive means inhibition above about 29% without an active follow-up result
Rac1 GTP hydrolysis = MgcRacGAP GTPase-activating activity inhibitors, confirmation, biochemical, ADP Hunter fluorescence | one-dose inhibition, % at 30 µM; IC50 in µM for titrated hits | hit rate 0.6% among 340,000 | MgcRacGAP-stimulated Rac1 GTP hydrolysis, ADP Hunter fluorescence; higher % means a stronger effect; GST-tagged Rac1 F28L mutant substrate | AID 624330;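 active means first-screen hits whose inhibition reached a set limit at any dose in the follow-up dose series; inconclusive means inhibition above the set first-screen limit but never retested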;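 further: fluorescence reports GDP produced by GAP-driven GTP hydrolysis; strong numbers were not always called active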
Dengue-2 NS5 capping pilot replicate = further read-out of Dengue-2 NS5 capping, marked with its call; inhibition, %; measured here: pilot screen replicate inhibition
* hit, by the source's call; ? = inconclusive.

SMILES | Dengue-2 NS5 capping | Rac1 GTP hydrolysis | others
Oc1cc(NCc2ccc(F)cc2)cc2cccnc12 | -4% | 9%
CC1CC1C(=O)OCC(=O)N(C)CC(=O)Nc1ccc(F)cc1 (stereo not given) | -12% | 2%
Cc1ccccc1S(=O)(=O)N1C[C@H]2CON(C)[C@H]2C[C@H]1c1cccc(-c2ccc(C#N)cc2)c1 | -5% | 10% | Dengue-2 NS5 capping pilot replicate=-8.3
COc1ccc(OC)c(-c2cc(C(=O)O)c3cc4ccccc4cc3n2)c1 | 2% | 6%
COC(=O)C[C@@H]1C[C@@H]2c3cc(NC(=O)NC4CCCCC4)ccc3O[C@@H]2[C@H](CO)O1 | 1% | 0%
O=C(NCCc1ccccc1C(F)(F)F)c1cc(COc2ccccc2)on1 | 2% | 15%
Cc1noc(C)c1S(=O)(=O)N(C)C[C@H]1Oc2c(NC(=O)C3CCCCC3)cccc2C(=O)N([C@H](C)CO)C[C@@H]1C | -2% | -7%
COc1ccc(-c2ccc(CN3C(C(C)C)C(=O)N(Cc4cn(CC5CCCCC5)nn4)CCS3(=O)=O)cc2)cc1 (stereo not given) | -7% | 5%
C[C@@H]1CN([C@H](C)CO)C(=O)CCCn2nncc2CO[C@H]1CN(C)Cc1cccc(C(F)(F)F)c1 | -2% | 4%
Cc1nn(-c2ccccc2)c(C)c1C(=O)OCC(=O)Nc1ccccc1Cl | -1% | 20%
CN(CC(=O)Nc1ccc(Cl)c(C(F)(F)F)c1)C(=O)c1ccc(S(=O)(=O)N2CCOCC2)cc1 | -3% | 3%
CC(C)OC(=O)N(C)C[C@H]1OCc2cnnn2CCCC(=O)N([C@H](C)CO)C[C@H]1C | -3% | -6%
Nc1cc2c(cc1Cl)-c1ccccc1C2 | -4% | ?
CC(C(=O)Nc1ccc(S(=O)(=O)N2CCCC2)cc1)N1CCN(c2ccccc2O)CC1 (stereo not given) | 1% | 1%
COc1ccc(S(=O)(=O)N(C)[C@H]2C[C@H]3c4cc(-c5ccccc5)ccc4CCN3C(=O)[C@H]2[C@H](C)O)cc1 | -1% | 12%
CCOc1ccc(-n2c(=S)sc3c(=O)[nH]c(SCC(=O)NC4CCCCC4)nc32)cc1 | 4% | 8%
CCc1ccc(C(=O)Nc2cc(S(=O)(=O)N3CCOCC3)ccc2N2CCOCC2)cc1 | 2% | 2%
CCCn1c(SCC(=O)N2c3ccccc3CC2C)n[nH]c1=O (stereo not given) | -5% | 6%
C[C@H]1CN(CCc2ccccc2)C(=O)[C@@H]1CC(=O)Nc1ccccc1 | -1% | 12%
Cc1cc2c(SCc3ccccc3Cl)nc(N)nc2nc1C | ? | 0%
CSc1cccc(N2CC(C(=O)N3CCN(S(=O)(=O)c4ccccc4Cl)CC3)CC2=O)c1 (stereo not given) | -5% | 3%
CCOc1cc(N2CCOCC2)c(OCC)cc1NC(=O)c1c(C)noc1C | 4% | -6%
CC(C)(C)OC(=O)NCCCCCNC(=O)c1nc[nH]c1C(=O)NCCCCCNC(=O)OC(C)(C)C | 2% | 1%
Cc1csc(=O)n1CC(=O)Nc1ccc(C(C)C)cc1 | 4% | -2%
COc1ccc(OC)c(C=NN=Cc2cc(OC)ccc2OC)c1 | -3% | 7%
O=c1[nH]c2cc([N+](=O)[O-])ccc2c2cc(Br)ccc12 | 6% | 5%
Nc1ccn([C@@H]2O[C@H](CNCc3ccc(-c4cc(C(F)(F)F)ccc4Cl)o3)[C@@H](O)[C@H]2O)c(=O)n1 | -1% | 8%
O=C(c1ccncc1)N1CCN(S(=O)(=O)c2ccc(OC(F)(F)F)cc2)CC1 | 4% | 4%
Cc1cc(C)c(C(N)=O)c(SCC(=O)c2cc(C)n(-c3cc(C)on3)c2C)n1 | 6% | 3%
COc1ccccc1Nc1cc(C)nc2c(C)cccc12 | 9% | -22%

The closing 2 records of the part before lead into the next:
SMILES | Dengue-2 NS5 capping | Rac1 GTP hydrolysis | others
Cc1cc(C)c(C(N)=O)c(SCC(=O)c2cc(C)n(-c3cc(C)on3)c2C)n1 | 6% | 3%
COc1ccccc1Nc1cc(C)nc2c(C)cccc12 | 9% | -22%
CN(C)c1ccc(C=c2c3cc([N+](=O)[O-])ccc3n3c2cc(-c2ccccc2)[n+]3C)cc1 | 12µM* | ?
C[C@@H]1CN([C@@H](C)CO)C(=O)CCCn2cc(nn2)CO[C@H]1CN(C)S(=O)(=O)c1cccc(C#N)c1 | -4% | 8%
COC(=O)[C@]1(C)N[C@H](CN(C)C(=O)c2ccccc2)[C@@H]2C(=O)N(Cc3ccccc3)C(=O)[C@@H]21 | 0% | 5% | Dengue-2 NS5 capping pilot replicate=-4.5
COc1ccc(N/C(N)=N/c2nc(C)cc(C)n2)cc1 | 5% | 9%
O=C(Nc1cc(S(=O)(=O)N2CCOCC2)ccc1Cl)c1ccncc1 | -2% | 2%
CCSc1nnc(SCC(=O)NC2CCCCC2)s1 | 0% | 3%
O=S(=O)(CCNCCc1ccccc1)NC1CCCCC1 | 0% | 8%
CCN(CC)C(=O)C1=C(C)N(CCCN2CCCC2=O)C(=O)C(CC(=O)NCCc2ccccn2)C1 (stereo not given) | 4% | 13%
CCCCCc1ccnc(CC(=O)c2ccc(OC)cc2)c1 | -8% | -4%
Cc1nc(SCC(=O)N2CCCC2=O)c2c(C)c(C)sc2n1 | 2% | 14%
Cc1ccc2c(COC(=O)C3CC(=O)N(c4ccc5c(c4)OCCO5)C3)cc(=O)oc2c1 (stereo not given) | 0% | 6%
CC(C)C[C@H]1CN([C@@H](CC(C)C)CN2CCC[C@@H]2CN2C(=O)C(=O)NC[C@@H]2Cc2ccccc2)C(=O)C(=O)N1CCc1ccccc1 | -5% | 8% | Dengue-2 NS5 capping pilot replicate=0.6
CCOC(=O)C1=CN(CC)S(=O)(=O)NC1c1ccc2ccccc2c1 (stereo not given) | 0% | 7% | Dengue-2 NS5 capping pilot replicate=3.6
O=C(Nc1ccnn1C1CCN(Cc2ccc(CO)o2)CC1)c1cccc(F)c1 | -3% | -3%
CC1(NC(=O)c2cccc(S(=O)(=O)N3CCCc4ccccc43)c2)CCS(=O)(=O)C1 (stereo not given) | 2% | 3%

In the list so far, these have a furan ring, fused or not.
SMILES | Dengue-2 NS5 capping | Rac1 GTP hydrolysis | others
Nc1ccn([C@@H]2O[C@H](CNCc3ccc(-c4cc(C(F)(F)F)ccc4Cl)o3)[C@@H](O)[C@H]2O)c(=O)n1 | -1% | 8%
O=C(Nc1ccnn1C1CCN(Cc2ccc(CO)o2)CC1)c1cccc(F)c1 | -3% | -3%

(continued)
SMILES | Dengue-2 NS5 capping | Rac1 GTP hydrolysis | others
COc1ccc(NC(=O)CNc2ccc(OC)c(S(=O)(=O)N3CCOCC3)c2)cc1 | 2% | 9%
Clc1nc(NCCc2ccccc2)c2cn[nH]c2n1 | 0% | 6%
C=CC[C@@H](CC(=O)N[C@@H](CO)Cc1ccccc1)C(=O)NC[C@H](OC(=O)[C@@H](CC=C)Cc1ccc(F)cc1)c1ccccc1 | -2% | 10%
C[C@@H]1C(c2cccc(Cl)c2)=NN(c2ccccc2)[C@H]1C(=O)N1CCOC1=O | 2% | 3% | Dengue-2 NS5 capping pilot replicate=4.2
COc1cc([C@H]2OC[C@H]3[C@@H]2CO[C@@H]3c2ccc(O[C@H]3O[C@H](CO)[C@@H](O)[C@H](O)[C@H]3O)c(OC)c2)ccc1O[C@@H]1O[C@H](CO)[C@@H](O)[C@H](O)[C@H]1O | -2% | -18%
Cc1nc(SCc2nc3cc(Cl)c(F)cc3[nH]2)c2oc3ccccc3c2n1 | -33% | 13%
CCN(c1cccc2ccccc12)S(=O)(=O)c1cccs1 | -11% | 1%
Cn1c(=O)c2c(nc(SCCN3CCOCC3)n2Cc2ccc(Cl)cc2)n(C)c1=O | -3% | 1%
COc1cccc(OC(=O)c2ccccc2)c1OC(=O)c1ccccc1 | -9% | 0%
CC1CCCC(C)N1C(=O)COC(=O)CN1C(=O)c2ccccc2C1=O (stereo not given) | -6% | 5%
O=C(NC1CCN(Cc2ccccc2)CC1)c1cccc(NS(=O)(=O)c2ccc(Br)cc2)c1 | -2% | 8%
O=c1[nH]cnc(O)c1Nc1cccc(Cl)c1 | 5% | 2%
CCCn1c(=S)[nH]c2cc(C(=O)N3CCN(C)CC3)ccc2c1=O | -6% | 12%
O=C(O)c1cc(N/C(=N\S(=O)(=O)c2ccc(F)cc2)c2ccccc2)ccc1O | 1% | -1%
COc1ccc(C=NOCC(=O)OCC(=O)Nc2ccc(OC)cc2)cc1 | -15% | 9%
C[C@@H]1COC(=O)[C@@H](Cc2ccc(F)cc2)C/C=C\C[C@H](CC(=O)N(CCO)Cc2ccccc2)C(=O)N1 | -3% | 4% | Dengue-2 NS5 capping pilot replicate=0.0
COc1ccc(S(=O)(=O)N(C)C[C@H]2Oc3ccc(NS(=O)(=O)c4cn(C)cn4)cc3C(=O)N([C@H](C)CO)C[C@@H]2C)cc1 | -4% | 4% | Dengue-2 NS5 capping pilot replicate=2.4
Cc1ccc(NC(=O)CN(C)C(=O)COc2ccccc2-c2ccccc2)cc1 | -2% | 5%
C[C@@H]1CN([C@H](C)CO)C(=O)c2c(c3ccccc3n2C)-c2ccccc2CO[C@@H]1CN(C)S(=O)(=O)c1cccs1 | -3% | 10%
N#Cc1ccc(S(=O)(=O)NCCc2ccncc2)cc1 | -6% | -7%
O=C1c2ccc(-c3ccc(F)cc3OCc3ccccc3)cc2S(=O)(=O)c2cccc(C(=O)N3CCN(c4ncc(Br)cn4)CC3)c21 | 7% | 2%
COc1cccc(-c2ccc3ncnc(NCc4ccc5c(c4)OCO5)c3c2)c1 | 3% | 10%
Nc1nc(SCc2ccccc2)cc(SCc2ccccc2)n1 | -8% | 5%
Cc1c(N(C)S(=O)(=O)c2cccc(C(=O)NCc3cccnc3)c2)c(=O)n(-c2ccccc2)n1C | -6% | 9%
CN(C)S(=O)(=O)c1cc(NC(=O)COC(=O)CC2CC3CCC2C3)ccc1Cl (stereo not given) | 1% | 8%
C=C1C(=O)OC2C=C(CO)C3OC3C3OC3(C)CC(OC(=O)/C(=C/C)COC(C)=O)C12 (stereo not given) | -7% | 16%
O=C1CN(C(=O)COC(=O)CCC(=O)c2ccc(F)cc2)c2ccccc2N1 | -8% | 5%
N#CCC(=O)Nc1ccc(C(=O)OCC(=O)Nc2cccc3ccccc23)cc1 | -2% | 4%
Cn1c(N=Cc2ccc([N+](=O)[O-])cc2)c(N)c(=O)n(C)c1=O | 11% | 9%
CCN(CC)CCN(C(=O)/C=C/c1cccs1)c1nc2ccc(OC)cc2s1 | -1% | -3%
O=C(CC(NC(=O)c1ccccc1)c1ccccc1)NCc1ccccc1 (stereo not given) | -1% | 0%
Cc1cccc(NC(=O)CCc2ccc(N3C(N)=NC(N)=NC3(C)C)cc2)c1 | -5% | 8%

Ordered by SMILES length (highest first): some entries from above.
SMILES | Dengue-2 NS5 capping | Rac1 GTP hydrolysis | others
COc1ccc(S(=O)(=O)N(C)C[C@H]2Oc3ccc(NS(=O)(=O)c4cn(C)cn4)cc3C(=O)N([C@H](C)CO)C[C@@H]2C)cc1 | -4% | 4% | Dengue-2 NS5 capping pilot replicate=2.4
C=C1C(=O)OC2C=C(CO)C3OC3C3OC3(C)CC(OC(=O)/C(=C/C)COC(C)=O)C12 (stereo not given) | -7% | 16%
Cc1ccc(NC(=O)CN(C)C(=O)COc2ccccc2-c2ccccc2)cc1 | -2% | 5%
Nc1nc(SCc2ccccc2)cc(SCc2ccccc2)n1 | -8% | 5%

An excerpt; rates above refer to the full screens.
